Screening data from PubChem.
KDM5B inhibitor – Primary screen for KDM5B Histone Demethylases FDH-coupled qHTS | KDM5B demethylase, FDH-coupled NADH fluorescence (FDH is formaldehyde dehydrogenase) | Lysine-specific demethylase 5B (Homo sapiens), Q9UGL1 | Potency, µM (highest dose often 57.7 µM), inactives show top-dose activity change, negative = inhibition, most hits filed as inhibitors | actives 2.6% (n = 220,000); active means well fitted inhibition curve with a large enough effect; inconclusive means small, poorly fitted or top-dose-only effect; inactive means no such curve, though single readings can be large or run the other way; further: 0% is about no effect; nearly all actives have a fitted effect of over 70% in size
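Measured: NADH fluorescence change, 30 min, RT. System: KDM5BΔAP 200 nM final, H3K4me3 peptide, α-KG, Fe(II), ascorbate, NAD⁺ plus FDH, pH 7.5 HEPES. Compounds: titrated, 10 min pre-incubation with enzyme.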
* = called active by the depositor; u = inconclusive; [ ] = another dose, or the depositor's remark. Potency means the concentration at half of the fitted maximal effect. These rows are one share of the data. The share of hits here may be higher or lower than overall.

Preview (4 entries):
# | compound | KDM5B inhibitor
1 | CC(C)n1nc(OC(C)(C)C(=O)NC2CC2)c2cc(CN3CCOCC3)ccc21 | 31.6µM*
2 | CCCCc1nnc(NC(=O)c2cc(=O)[nH]c3ccccc23)s1 | -10.8%
3 | COc1ccc(OC)c(CNC(=O)c2c3c(nc4ccccc24)C(=O)N(C2CCCCC2)C3)c1 | -6.2%
4 | CCC(=O)N1CCc2cc(Br)cc(S(=O)(=O)CCC(=O)Nc3ccc(C)c(C)c3)c21 | 2.4%

Results (from the top)
# | compound | KDM5B inhibitor
1 | CC(C)n1nc(OC(C)(C)C(=O)NC2CC2)c2cc(CN3CCOCC3)ccc21 | 31.6µM*
2 | CCCCc1nnc(NC(=O)c2cc(=O)[nH]c3ccccc23)s1 | -10.8%
3 | COc1ccc(OC)c(CNC(=O)c2c3c(nc4ccccc24)C(=O)N(C2CCCCC2)C3)c1 | -6.2%
4 | CCC(=O)N1CCc2cc(Br)cc(S(=O)(=O)CCC(=O)Nc3ccc(C)c(C)c3)c21 | 2.4%
5 | O=c1cc(-c2cccnc2)nc(-c2ccc(CN3CC[C@@H](O)C3)cc2)[nH]1 | -11.9%
6 | CCOCCCNC(=O)CN1CCN(S(=O)(=O)c2ccc3c(c2)CCC3)CC1 | 11.5%
7 | Cn1c(=O)n([C@H]2CCCN(C(=O)Nc3ccc(F)cc3F)C2)c2ncccc21 | -4.6%
8 | O=C(O)c1ccc(/C=C/C(=O)c2nc3ccccc3s2)cc1 | u
9 | O=C(c1cccnc1)N1CC(CO)C2(CCNCC2)C1 (stereo unspecified) | -15.6%
10 | CN1CCN(CCCNC(=O)c2nc(-c3cccc4[nH]ccc34)no2)CC1 | u
11 | COc1ccc(OC)c(NC(=O)c2nc3nc(C)cc(C(F)F)n3n2)c1 | -1.7%
12 | CCc1nn(CC(=O)NCCC(C)C)c(=O)c2cc3occc3n12 | u
13 | Cn1cc(CNS(=O)(=O)c2cccc(C(=O)NCC3CCOC3)c2)cn1 (stereo unspecified) | -17.0%
14 | O=C(NC(=S)NNC(=O)c1ccccc1F)c1cccnc1 | u
15 | COc1ccccc1N1CCN(CC[C@@H]2CC[C@H](O)[C@@H](C(=O)NC(C)C)O2)CC1 | -14.2%[86.2 µM]
16 | Cc1ccc(C(=O)C(C)n2cnc3c2c(=O)n(C)c(=O)n3C)cc1 (stereo unspecified) | -7.8%
17 | O=C(CCN1CCc2ccccc2C1)Nc1ccc(F)c(F)c1 | 7.6%
18 | O=C(NCCC1=CCCCC1)c1ccc2c(c1)ncn2-c1ccc(F)c(F)c1 | -7.4%
19 | CC1=C[C@@H](CN(C)CCc2ccccn2)[C@H](C(C)C)C[C@H]1Cc1nnc(-c2ccccc2F)o1 | -12.5%
20 | CC(=O)N1CCN(C(=O)c2c(C)oc3c2CN(Cc2ccc(F)cc2)CC3)CC1 | u
21 | c1ccc2c(c1)nc1n2[C@@H](CNCc2nccs2)COC1 | -3.4%[86.2 µM]
22 | O=C(Cn1cc(S(=O)(=O)N2CCN(c3ccccc3F)CC2)c2ccccc2c1=O)Nc1cccc(C(F)(F)F)c1 | u
23 | COc1ccccc1NC(=O)N1CCC(N2C(=O)C3(CCCCC3)C2c2ccncc2)CC1 (stereo unspecified) | 3.3%
24 | COc1cc(COC(=O)c2ccc(S(=O)(=O)N3CCOCC3)cc2)ccc1OC(F)F | -12.4%
25 | Cc1cnc(NC(=O)C2CCN(c3ccc(C#N)cn3)CC2)s1 | 11.0%
26 | Cc1ccc(-c2noc(-c3ccc(Br)cc3)n2)cc1 | 5.6%
27 | COCCN1C(=O)CO[C@H]2CN(C(=O)c3ccc(F)cc3)C[C@H]21 | u
28 | Cc1noc(C)c1[S+](=O)([O-])N1CCn2ncc(C(=O)NCc3ccc(Cl)nc3)c2C1 | -2.1%[115 µM]
29 | Cn1c(-c2ccccc2)c(C(=O)CSc2ncc(C(F)(F)F)cc2Cl)c2ccccc21 | 16.8%
30 | Nc1cc(N2CCC(Oc3ccc4c(c3)OCO4)(C(=O)O)CC2)ncn1 | -13.9%

New compounds follow.
# | compound | KDM5B inhibitor
31 | COc1ccc(/C=C/c2noc(-c3ccccc3O)n2)cc1OC | 191.7%[activator]
32 | CCN(CC)c1ccc(N=Cc2c3ccccc3cc3ccccc23)cc1 | u
33 | CCCCn1c(SCC(=O)NCc2ccc(C)cc2)nc2c(sc3ccccc32)c1=O | 13.0%
34 | CCCN1CC2(CCN(Cc3cn[nH]c3C(=O)O)CC2)CC1C(=O)O (stereo unspecified) | -26.3%
35 | Cn1cc(S(=O)(=O)N2CCCCC2)cc1C(=O)Nc1cccc(C#N)c1 | -19.4%
36 | CCn1c2c(c(=N)c3c1CCC3)CCCC2 | -0.4%
37 | Cc1oc2cc(O)ccc2c(=O)c1-c1nc2ccccc2s1 | 1.6%
38 | CCC(C(=O)Nc1cccc(OC)c1)n1nnc(C(=O)OC)c1C(=O)OC (stereo unspecified) | 19.6%
39 | COc1ccc(OC)c(CN2C[C@@H]3C(=O)N(CCCN4CCCC4=O)C(=O)[C@@H]3C2)c1 | -4.4%
40 | CC(C)N(C(=O)Cn1c(CN2CCCCCC2)nc2ccccc21)c1ccccc1 | 7.4%
41 | COCCn1ccc2nc(C)c(C(=O)N3CCN(c4ccccc4)CC3)cc2c1=O | -16.0%
42 | c1ccc(Oc2nc(-c3cccnc3)nc3ccccc23)cc1 | -2.1%
43 | Cc1cnc(N2CC[C@](C)(O)[C@@H](O)C2)nc1N(C)C | -4.8%
44 | Cc1nc2c(c(-c3ccc(O)cc3)n1)CN(C(=O)c1ccccc1C)CCC2 | -15.2%
45 | CCOc1ccc(NS(=O)(=O)c2ccc3[nH]cc(C(=O)NCCc4ccccc4)c(=O)c3c2)cc1 | -21.4%
46 | Cc1ccnc(NC(=O)CNC(=O)c2ccccc2Br)c1 | -2.2%
47 | CC(C)C(=O)N1CCC2(CC1)OC(=O)N(Cc1ncccn1)C2(C)c1ccccc1 (stereo unspecified) | 23.2%[86.2 µM]
48 | CCOc1ccccc1NC(=O)c1c(NC(=O)C(C)Oc2ccc(Cl)cc2)sc2c1CCCCC2 (stereo unspecified) | -5.8%
49 | Cc1ccccc1N(CC(=O)N1CCCC1)S(=O)(=O)c1ccc(Cl)cc1 | -1.9%
50 | CC1CC(=O)Nc2cc(S(=O)(=O)N3CCN(c4ccccc4F)CC3)ccc2S1 (stereo unspecified) | -0.3%
51 | CC(C)(C)CC(=O)N1CC[C@H]2CC(=O)N(c3ccccc3)CC[C@H]2C1 | 27.8%[86.2 µM]
52 | CN(C)c1nc2c(c(=O)[nH]1)CCN(Cc1ccc(Cl)cc1F)CC2 | 17.1%
53 | Cc1noc(CC2CCN(C(=O)c3cccc(-n4cnnc4)c3)CC2)n1 | 26.3%
54 | CC(C)c1ccc(S(=O)(=O)N2CCC(Oc3ncccc3C(=O)N(C)C)C2)cc1 (stereo unspecified) | -5.2%
55 | CC(=O)c1cccc(NC(=O)c2nc(-c3ccccc3)n(-c3cccc(Cl)c3)n2)c1 | -26.5%
56 | Cc1ccc(NS(=O)(=O)c2ccc3nc(-c4ccccc4)[nH]c3c2)c(Cl)c1 | 4.5%
57 | O=C(O)c1cccc(COc2cccc3ccccc23)c1 | 21.3%
58 | Cc1cc(C)n(CCC(=O)N/N=C/c2cccc([N+](=O)[O-])c2)n1 | -0.4%
59 | Cc1ccc(C(=O)NCc2cccnc2Oc2ccccc2F)c(=O)n1C | 28.2µM*
60 | COc1cccc(CNC(=O)CSc2ccc(-c3sc(-c4ccccc4)nc3C)nn2)c1 | -26.5%

Following part
# | compound | KDM5B inhibitor
61 | NC(=O)C1CCN(C(=O)COc2ccc3c(=O)c(-c4ccccc4)coc3c2)CC1 | 1.6%
62 | CC(NC(=O)CSc1cc(C(=O)NC2CC2)c2ccccc2n1)C1CC1 (stereo unspecified) | -18.4%
63 | CNCc1ccc(OC(F)(F)F)cc1 | -14.0%[230 µM]
64 | O=C(C1CCCC1)N1CCC2(CC1)CC(N(Cc1ccc(F)cc1)C1CC1)CCO2 (stereo unspecified) | u
65 | COc1ccc2c(c1)c1c(c(=O)n(-c3ccccc3)c(=O)n1CC(=O)NCc1ccc(C)cc1)n2C | u
66 | COc1ccccc1C(O)c1nc(Nc2ccncc2)n[nH]1 (stereo unspecified) | 33.6%[86.2 µM]
67 | CC(C)C(C)NC(=O)CCC(=O)c1ccc2c(c1)CCCC2 (stereo unspecified) | 19.8%
68 | Cc1ccc(-c2cc(C(=O)NC3CCCC3)c3cc(Br)ccc3n2)cc1C | -0.7%
69 | N#Cc1ccc(N)c(C(F)(F)F)c1 | 26.5%
70 | O=C(CCc1ncc(-c2ccccc2Cl)o1)Nc1ccccc1 | 3.9%
71 | CCOCCCn1c(=NC(=O)c2cccs2)c(C#N)cc2c(=O)n3ccccc3nc21 | u
72 | CN1CC(=O)N(C2CCC2)Cc2c(NCc3ccccc3)ncnc21 | -24.2%
73 | O=C(CS(=O)(=O)c1cccc2nsnc12)Nc1ccccc1Cl | -11.2%
74 | CCCCCCCCN1C(=O)N2Cc3cc(OC)ccc3C2CS1(=O)=O (stereo unspecified) | 25.1%
75 | CN1CCC2(C1)CN(Cc1ccccc1)c1ccc(C(=O)N3CCOCC3)cc12 (stereo unspecified) | u
76 | COc1cc2c(cc1OC)C(CNC(=O)CC(C)C)N(C(=O)NC(C)C)CC2 (stereo unspecified) | u
77 | COCC(=O)NC[C@H]1O[C@@H](CO)[C@@H](O)[C@H]1N(C)CCc1ccccn1 | u
78 | CN(C1CCCCC1)S(=O)(=O)c1ccc(C(=O)Nc2sc3c(c2C(N)=O)CC(C)(C)NC3(C)C)cc1 | u
79 | CC1CCN(c2ccc(CNC(=O)C3CCCN(Cc4ccncc4)CCC(=O)NCC3)cc2)CC1 (stereo unspecified) | u
80 | Cc1ccc(CNC(=O)c2nc(S(=O)(=O)Cc3ccccc3F)ncc2Cl)cc1 | u
81 | CCOc1ccc(S(=O)(=O)NCCc2csc3nc(-c4cccc(C)c4)nn23)cc1 | -12.2%
82 | COC(=O)c1ccccc1S(=O)(=O)N1CCC(C(=O)OC(C)C(=O)Nc2ccc(NC(C)=O)cc2)CC1 (stereo unspecified) | 8.0%
83 | CCOC(=O)NNC(=S)Nc1c(C)n(C)n(-c2ccccc2)c1=O | 11.0%
84 | Cc1cccc(CC(=O)N2CCC(n3cc(-c4nc(-c5ccccc5)no4)nn3)CC2)c1 | -7.6%
85 | NC(=O)c1ccc(-c2csnn2)cc1 | 22.4%
86 | CCNC(=O)C1CCCN(C(=O)CCc2c(C)c3ccc(OC)cc3oc2=O)C1 (stereo unspecified) | u
87 | CCCn1c(NCc2ccc(C)cc2)nc2c1c(=O)n(C)c(=O)n2C | -14.9%
88 | CCOc1cc(NC(=O)c2cccs2)c(OCC)cc1NC(=O)CCC(=O)NCc1ccccn1 | 5.8%
89 | O=C(CN1C(=O)c2cccnc2Sc2ccccc21)N1CCN(C2CCCCC2)CC1 | 3.5%
90 | O=C(C1CCC1)N1CCC2(CCN(Cc3ccccc3F)CC2)C(CO)C1 (stereo unspecified) | 3.3%

(listing goes on)
# | compound | KDM5B inhibitor
91 | CC(C)N1C(=O)C2(CCCC2)C1C(=O)Nc1cccc(OC(F)(F)F)c1 (stereo unspecified) | -0.9%
92 | Cc1cnc(CC2CCN(C(=O)C3CC3)C2)n1C1CC1 (stereo unspecified) | -12.1%
93 | Cc1ccc(CCNC(=O)c2c(C)nn(-c3ccc(F)cc3)c2-n2cccc2)cc1 | -11.8%
94 | COCCCNC(=O)c1c(NC(=O)c2cc(=O)c3ccccc3o2)sc2c1CCCC2 | 17.7%
95 | CCOc1cc(C2NC(=O)c3c(sc4c3CCN(C)C4)N2)ccc1OC(=O)c1ccc(Br)cc1 (stereo unspecified) | u
96 | COc1ccccc1Nc1nc2ccccc2nc1NS(=O)(=O)c1cccc2nsnc12 | 21.7%
97 | CC1(C)Cc2c(sc3c2c(=O)n(CCO)c(=O)n3CCc2ccccc2)CO1 | 5.3%
98 | COC(=O)CNC(=O)C1CCc2nnc(CNC(=O)c3ccccc3)n21 (stereo unspecified) | 8.1%[115 µM]
99 | O=C(NC[C@H]1Cn2c(-c3ccccc3)cnc2CO1)c1ccccc1 | -23.8%[86.2 µM]
100 | Cc1nn(CC(=O)Nc2ccc(N3CCOCC3)cc2)c(C)c1Cl | 13.1%
101 | COc1ccccc1/C=C/C(=O)C(C#N)c1ccc(C(F)(F)F)cn1 (stereo unspecified) | u
102 | Cc1cc(C)cc(NC(=O)Nc2ccccc2OCc2cc(=O)n3ccccc3n2)c1 | 0.2%
103 | CCOCCc1nn2c(=O)cc(COC(=O)COc3ccccc3Cl)nc2s1 | 0.0%
104 | CCC(=O)Nc1cccc(-c2nc3cc(C)ccc3o2)c1 | u
105 | CCN(C(=O)CN(C)S(=O)(=O)c1ccc2c(c1)n(C)c(=O)c(=O)n2C)c1cccc(C)c1 | u
106 | CCCCNc1nc2c(c(=O)n(Cc3ccc(Cl)c(Cl)c3)c(=O)n2C)n1C | 4.3%
107 | CC(SCc1ccccc1)C(=O)NCc1ccco1 (stereo unspecified) | -10.1%
108 | COCCC(=O)N1CCC(Oc2ccc(C(=O)NCCc3cn[nH]c3)cc2)CC1 | 6.9%
109 | COCCNC(=O)C1CCN(c2nc3ccccc3o2)CC1 | 10.5%
110 | O=C(NC1CCCC1)C(c1ccccc1)N(Cc1ccc(F)cc1)C(=O)c1csnn1 (stereo unspecified) | -1.9%
111 | CSc1ccc(C2CC(=O)Nc3nc(N)sc32)cc1 (stereo unspecified) | u
112 | COc1ccc(NC(=S)N(CCO)Cc2cc3c(C)cc(C)cc3[nH]c2=O)cc1 | -26.7%
113 | COc1ccc(NC(=O)CCc2nc3cccnc3n2Cc2cccs2)c(OC)c1 | u
114 | COc1ccc(OCc2nnc(SCC(=O)Nc3ccccc3C#N)o2)cc1 | -7.2%
115 | CC(C)(C)C(=O)Nc1nc2c(s1)C[C@@H]1[C@](C)(CO)[C@H](O)CC[C@@]1(C)[C@@H]2CC(=O)NCc1ccco1 | u
